Compound activity deposited in PubChem by several laboratories.
HTR5A inv ag: inverse agonist of human HTR5A in OPRM1-OPRD1 counter-screen; P47898; HTR5A cell line, luminescence, inverse agonism; inhibition, % at 9.3 µM; 340,000 compounds, 0.083% hits; AID 504634; in the data active means inhibition mostly above about 23%, no sharp cut-off; inactive means mostly below about 18%;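 further: 0% = cells with DMSO and 100% = no-cell wells with DMSO; some compounds called inactive have numbers as strong as hits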
Keap1-Nrf2 PPI: Keap1-Nrf2 (human) interaction inhibition | Keap1 Kelch-Nrf2 peptide fluorescence polarization, 1536-well | inhibition, % at 9.4 µM | Q14145 | 340,000 compounds, 0.15% hits; in the data active means inhibition above about 12%;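 further: human Keap1 Kelch domain with fluorescein labeled Nrf2 9mer peptide probe; 0% = neutral control wells and 100% = peptide positive control; higher means more block of Keap1 binding to Nrf2 peptide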
HTR5A ag ctr: activates human HTR5A in OPRM1-OPRD1 agonist counter-screen | HTR5A agonist assay, luminescence, cell-based | activation, % at 9.3 µM | 340,000 compounds, 0.61% hits | AID 504692; in the data active means activation mostly above about 9.5%, no sharp cut-off; inactive means mostly below about 7.6%;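 further: 0% = cells with vehicle only and 100% = reference agonist; strong numbers were not always called active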
cardiac RTF act: increases calcium sensitivity of human cardiac regulated thin filaments; P19429+P45379; IANBD-labeled TnC RTF fluorescence at EC20 calcium; 0% EC20 calcium, 100% full calcium; activation, % at 7.2 µM; 340,000 compounds, 0.24% hits; AID 493008;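 active means activation above the mean over all tested compounds plus 3 SD, cut at about 30% in these data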;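 further: rise in fluorescence read as greater calcium sensitivity of cardiac thin filaments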
MOR-DOR inv ag: inverse agonists of human mu-delta opioid receptor heterodimerization. P35372+P41143. cell-based MOR-DOR heterodimer luminescence, inverse agonism. inhibition, % at 9.3 µM. 340,000 compounds, 0.21% hits. AID 504357; in the data active means inhibition above about 22%, passing the limit was not always enough;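 further: 0% = cells with DMSO and 100% = wells without cells with DMSO; values of inactives mirror those of a sister screen read the other way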
Target sequence (P35372 whole entry, looked up): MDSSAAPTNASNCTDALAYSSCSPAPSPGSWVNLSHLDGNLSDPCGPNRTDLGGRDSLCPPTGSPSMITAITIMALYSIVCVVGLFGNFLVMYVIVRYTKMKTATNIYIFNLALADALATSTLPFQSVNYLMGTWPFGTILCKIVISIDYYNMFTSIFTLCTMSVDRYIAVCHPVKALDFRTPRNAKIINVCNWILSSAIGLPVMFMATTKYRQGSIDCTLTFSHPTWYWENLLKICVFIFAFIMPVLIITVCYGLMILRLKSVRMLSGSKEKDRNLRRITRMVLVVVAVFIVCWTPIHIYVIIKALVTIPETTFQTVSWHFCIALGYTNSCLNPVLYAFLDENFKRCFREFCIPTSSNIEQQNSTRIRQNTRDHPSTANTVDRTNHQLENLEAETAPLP
Target sequence (P41143 whole entry, looked up): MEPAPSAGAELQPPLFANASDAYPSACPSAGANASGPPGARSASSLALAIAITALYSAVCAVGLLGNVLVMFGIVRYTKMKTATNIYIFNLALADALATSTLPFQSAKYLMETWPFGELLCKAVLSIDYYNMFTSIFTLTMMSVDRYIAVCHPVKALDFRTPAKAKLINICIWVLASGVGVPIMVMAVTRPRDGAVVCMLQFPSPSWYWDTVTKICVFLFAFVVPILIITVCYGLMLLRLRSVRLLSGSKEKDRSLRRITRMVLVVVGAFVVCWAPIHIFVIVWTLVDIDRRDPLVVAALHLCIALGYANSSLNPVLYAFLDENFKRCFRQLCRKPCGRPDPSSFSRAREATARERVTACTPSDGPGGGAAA
RTF Ca sens inh: cardiac RTF calcium desensitization; P19429+P45379; IANBD-labeled cardiac RTF, Ca2+ fluorescence; inhibition, % at 7.15 µM; 340,000 compounds, 0.12% hits;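 active means inhibition above the mean inhibition of all tested compounds plus 3 SD, cut at about 17% in these data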;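 further: assay run at fixed EC70 calcium of 1.6 mM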
LANA DNA inh: KSHV C-LANA DNA binding inhibition; MBP-C-LANA/FAM-LBS DNA binding, fluorescence polarization; inhibition, % at 9 µM; AID 504423; 340,000 compounds, 0.078% hits;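 active means highest replicate inhibition at or above 60% at 9 µM, even if other replicates fall short; inactive means all replicates below 60% inhibition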;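 further: 0% = neutral control wells and 100% = 4 µM acridine orange control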
CAL-PDZ inh HTS: CAL PDZ (human) peptide binding inhibition; purified CAL PDZ, TMR-peptide fluorescence polarization, 1 h; inhibition, % at 24.9 µM; 300,000 compounds, 0.92% hits;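 active means mean inhibition of at least 30% with at least half of replicates also reaching 30%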;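 further: 0% = DMSO neutral control and 100% = excess unlabeled competitor peptide PRC23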
MOR-DOR ag: OPRM1-OPRD1 heterodimerization agonism | activation, % at 9.3 µM | 340,000 compounds, 0.3% hits | P35372+P41143 | AID 504326 | cells, luminescence; in the data active means activation above about 18%;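 further: 0% = vehicle-treated cells and 100% = reference agonist; values of inactives mirror those of a sister screen read the other way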
V-ATPase pHluor: regulators of yeast V-ATPase proton transport. response, % at 10 µM. S. cerevisiae, pHLuorin cytosolic pH fluorescence. 350,000 compounds, 0.37% hits; in the data active means response mostly above about 7.3%, no sharp cut-off; inactive means mostly below about 5.4%; further: actives read high; inactives centre near 0; some compounds called inactive have numbers as strong as hits; reference of the scale not given here
* marks the source's active call; other numbers are inactive results; x = not tested or not shown.

1) NC1=NC(=Nc2cccc(Cl)c2)c2ccccc21
2) Cc1cccc(NS(=O)(=O)c2cnc(Cl)c(Br)c2)n1
3) COc1cc(CNCCc2c[nH]c3ccccc23)cc(Cl)c1OCC(N)=O
4) Cc1ccc(CSCCNC(=O)c2ccc(C)cc2)cc1
5) COc1cccc(-n2cnc3scc(-c4cccs4)c3c2=O)c1
6) CCN(CC)c1ccc(NS(=O)(=O)c2ccc3c(c2)oc(=O)n3C)c(C)c1
7) COc1ccc(CN2CCNC(=O)C2CC(=O)NCc2cccc(C)n2)c(OC)c1 (configuration not stated)
8) CC1(C)OC(=O)N(CC(=O)Nc2ccccc2)C1(C)O (configuration not stated)

Screen / compound no.	1	2	3	4	5	6	7	8
HTR5A inv ag	11	-10	-9	-13	-5	12	-24	4
Keap1-Nrf2 PPI	6	0	2	-1	1	-3	-7	3
HTR5A ag ctr	4	-4	3	4	1	6	1	0
cardiac RTF act	-2	10	2	-3	-1	-8	-3	5
MOR-DOR inv ag	4	2	-3	1	-10	-6	13	9
RTF Ca sens inh	-16	2	5	-6	-3	0	-16	-13
LANA DNA inh	0.0	0.4	0.7	-0.2	-1.4	1.0	0.1	0.3
CAL-PDZ inh HTS	-5	3	1	3	-7	x	-1	-4
MOR-DOR ag	-0.7	-0.4	0.5	-0.1	2.2	1.1	-2.4	-1.9
V-ATPase pHluor	0	0	1	-1	-2	1	-2	-1

9) COC(=O)c1ccc2c(=O)n(CCN3CCOCC3)c(SCC(=O)NCc3ccccc3)nc2c1
10) CC(=O)c1c(C)[nH]c(C(=O)Nc2cc(S(=O)(=O)N(C)C)ccc2C)c1C
11) O=C(OCC(=O)N(C1CCCCC1)C1CCCCC1)c1ccc(Cl)nc1
12) COc1ccc(C2N(c3ccccc3)CCN2c2ccccc2)cc1O
13) CCC(Cc1ccccc1)NC(=O)Cn1cccc1C(=O)c1ccccc1 (configuration not stated)
14) Cc1ccc(Oc2cc(NC(=O)CCCn3nc(C)c([N+](=O)[O-])c3C)cc([N+](=O)[O-])c2)cc1
15) CCN(CC)CCCN1C(=O)C2C(C(=O)Nc3ccc(C(C)C)cc3)C3C=CC2(O3)C1C(=O)NC1CCCCC1 (configuration not stated)
16) COc1ccc(-c2ccc(SCc3cccnc3)nn2)cc1OC

Screen / compound no.	9	10	11	12	13	14	15	16
HTR5A inv ag	-1	0	5	1	-9	-11	-7	-6
Keap1-Nrf2 PPI	-3	-6	-3	-9	-2	-6	-4	2
HTR5A ag ctr	0	0	-2	0	2	2	3	2
cardiac RTF act	0	7	2	4	-1	-1	-1	0
MOR-DOR inv ag	10	8	4	-1	0	-13	-81	-8
RTF Ca sens inh	-2	-4	-4	-12	-2	-7	5	-1
LANA DNA inh	-0.5	0.4	0.9	-1.2	0.8	0.7	-1.4	-0.2
CAL-PDZ inh HTS	-2	-1	-1	6	-2	-1	-3	12
MOR-DOR ag	-2.0	-1.4	-0.9	0.2	0.1	2.3	11	1.4
V-ATPase pHluor	-1	0	-2	-7	-2	-1	-2	-3

17) CCCCN(C(=O)c1cccc(S(=O)(=O)N2CCN(C)CC2)c1)c1c(N)n(CCCC)c(=O)[nH]c1=O
18) COC(=O)c1cnc(Oc2ccc(NC(=O)NC(=O)c3ccccc3Cl)cc2)cc1C(F)(F)F
19) CCN1CCN(C(=O)CCc2ccc(S(=O)(=O)NCCc3ccccc3)cc2)CC1
20) CCOC(=O)C1CCCN(CCC(=O)Nc2ccc(F)c(F)c2)C1 (configuration not stated)
21) Cc1c(C(=O)/C=C/N(C)C)nnn1-c1ccc(Cl)c(Cl)c1
22) COc1ccc(OC)c(CNC(=O)C2CCN(C(=O)N(C)C)CC2)c1
23) COc1cc(C(=O)NC2CCN(CC(=O)NC3CCCCC3C)CC2)cc(OC)c1OC (configuration not stated)
24) O=C(NNc1nc2c(F)cccc2s1)c1ccc(F)cc1

Screen / compound no.	17	18	19	20	21	22	23	24
HTR5A inv ag	-33	4	-1	-2	9	-18	0	17
Keap1-Nrf2 PPI	-4	-8	-2	0	-1	0	0	1
HTR5A ag ctr	3	-3	5	1	3	7	0	0
cardiac RTF act	2	-1	-3	1	0	2	-7	-6
MOR-DOR inv ag	6	5	3	7	9	8	-9	-8
RTF Ca sens inh	-9	-24	12	-4	1	-2	-2	-4
LANA DNA inh	2.4	0.7	0.9	0.8	-0.8	2.8	0.1	0.0
CAL-PDZ inh HTS	-3	-4	5	0	-5	-1	x	x
MOR-DOR ag	-0.9	-1.0	-0.6	-1.3	-1.9	-1.3	1.1	1.6
V-ATPase pHluor	3	3	2	-3	-2	1	-5	-3

25) CCOc1cc(/C=N/Nc2ccc(C(=O)O)cc2)ccc1OC(=O)c1ccccc1C
26) CCC1(c2ccc(F)cc2)NC(=O)N(CC(=O)N2CCN(S(=O)(=O)c3ccc(C)cc3C)CC2)C1=O (configuration not stated)
27) COc1ccc(CNC(=O)CC(NC(N)=O)c2ccccc2Cl)cc1OC (configuration not stated)
28) Cc1ccccc1/C=N\NC(=O)c1ccccc1-n1cccc1
29) CCN(CC)c1nc(C)c(C(C)=O)cc1C#N
30) CC12CN3CC(C)(CN(C1)C3c1ccc(F)cc1)C2 (configuration not stated)
31) Cc1ccc(C)c(NC(=O)CNS(=O)(=O)c2ccccc2)c1
32) O=C(COc1ccc(Br)cc1)NNC(=O)Cc1ccc(S(=O)(=O)N2CCOCC2)s1

Screen / compound no.	25	26	27	28	29	30	31	32
HTR5A inv ag	-37	-10	5	-6	9	-8	3	0
Keap1-Nrf2 PPI	-1	-1	-7	-2	-4	-1	-3	-2
HTR5A ag ctr	4	4	-1	3	-4	3	-3	-7
cardiac RTF act	3	4	-2	5	5	0	0	-1
MOR-DOR inv ag	14	-7	9	11	9	9	12	-1
RTF Ca sens inh	6	-7	2	2	-6	4	3	-3
LANA DNA inh	1.8	2.8	0.1	-0.5	-6.8	-0.3	-1.1	2.3
CAL-PDZ inh HTS	-4	10	-4	x	-5	1	-3	-4
MOR-DOR ag	-2.7	1.8	-1.9	-2.2	-1.9	-1.6	-2.2	0.4
V-ATPase pHluor	5	0	1	-2	-6	-2	-2	3

Random excerpt: 4 entries already listed
32) O=C(COc1ccc(Br)cc1)NNC(=O)Cc1ccc(S(=O)(=O)N2CCOCC2)s1
25) CCOc1cc(/C=N/Nc2ccc(C(=O)O)cc2)ccc1OC(=O)c1ccccc1C
29) CCN(CC)c1nc(C)c(C(C)=O)cc1C#N
26) CCC1(c2ccc(F)cc2)NC(=O)N(CC(=O)N2CCN(S(=O)(=O)c3ccc(C)cc3C)CC2)C1=O (configuration not stated)

Screen / compound no.	32	25	29	26
HTR5A inv ag	0	-37	9	-10
Keap1-Nrf2 PPI	-2	-1	-4	-1
HTR5A ag ctr	-7	4	-4	4
cardiac RTF act	-1	3	5	4
MOR-DOR inv ag	-1	14	9	-7
RTF Ca sens inh	-3	6	-6	-7
LANA DNA inh	2.3	1.8	-6.8	2.8
CAL-PDZ inh HTS	-4	-4	-5	10
MOR-DOR ag	0.4	-2.7	-1.9	1.8
V-ATPase pHluor	3	5	-6	0

New compounds follow
33) Cc1ccccc1C(=O)N1CCC(C(=O)Nc2cccc(F)c2)CC1
34) CC(=O)Nc1ccc(NC(=O)C(C)OC(=O)CC23CC4CC(CC(Br)(C4)C2)C3)cc1 (configuration not stated)
35) COC(=O)c1ccc(NC(=O)c2ccccc2C(=O)Nc2ccc(C(=O)OC)cc2)cc1
36) CCn1c(=O)c2cc(C(=O)Nc3ccc(OC)cc3OC)sc2c2ccccc21
37) COCCNC(=O)Cn1c(=O)n(C)c2ccccc21
38) CCn1c(CC(=O)Nc2ccccc2)n[nH]c1=S
39) CCN(CC)S(=O)(=O)c1ccc2[nH]cc(C(=O)NC3CC3)c(=O)c2c1
40) CC(=O)Nc1ccc(S(=O)(=O)N2CCC(C(=O)NCCC(=O)NCc3ccccc3)CC2)cc1

Screen / compound no.	33	34	35	36	37	38	39	40
HTR5A inv ag	-23	3	3	7	x	3	-13	-6
Keap1-Nrf2 PPI	-2	-1	-7	-1	-2	-4	-1	-1
HTR5A ag ctr	8	-1	-2	-2	x	-1	3	2
cardiac RTF act	9	-3	7	-1	0	-3	0	-4
MOR-DOR inv ag	12	4	4	9	x	16	12	13
RTF Ca sens inh	-3	-2	-19	-6	1	-1	-6	-1
LANA DNA inh	0.7	1.8	1.1	-0.2	-1.5	1.3	1.1	-0.7
CAL-PDZ inh HTS	0	3	-5	8	1	-2	0	-4
MOR-DOR ag	-2.1	-0.8	-0.9	-1.8	x	-3.2	-2.3	-2.6
V-ATPase pHluor	0	-2	-3	-5	6	4	-4	1

41) COc1ccc(CCNC(=O)c2ccc3c(c2)NC(=O)CS3)cc1OC
42) CCC(=O)Nc1nc(C)c(-c2csc(Nc3cccc(O)c3)n2)s1
43) N#Cc1ccc(/C=C2\CCCCn3c2nc2cc(C(=O)O)ccc2c3=O)cc1
44) O=C1CN(C(=O)c2ccccc2F)C(c2ccccc2)c2cc(Cl)ccc2N1 (configuration not stated)
45) CCCCOC(=O)C1CCC[C@@H](C)N1 (some centres not stated)
46) O=C(COc1ccc2ccccc2c1)N1CCN(c2ccccc2O)CC1
47) Cc1n[nH]c(=O)n1-c1ccc(OCc2ccccc2)cc1
48) Cn1c(COc2ccc3ccccc3c2)nnc1SCC(=O)OC1CCCCC1
49) Nc1nc(-c2ccccc2)c(-c2ccc([N+](=O)[O-])cc2)s1

Screen / compound no.	41	42	43	44	45	46	47	48	49
HTR5A inv ag	-4	-11	-17	-25	-1	-22	4	6	-6
Keap1-Nrf2 PPI	-2	-8	-4	-8	-9	-4	4	-3	-6
HTR5A ag ctr	0	3	0	7	3	4	-1	-2	1
cardiac RTF act	-5	4	3	-6	0	-4	-1	0	7
MOR-DOR inv ag	16	0	-5	-1	0	10	13	4	-2
RTF Ca sens inh	5	-4	9	-3	-5	0	0	-4	-8
LANA DNA inh	-0.3	-2.1	1.3	4.1	-0.3	-1.4	-1.2	-0.4	-0.3
CAL-PDZ inh HTS	-10	0	2	-3	8	-1	9	2	3
MOR-DOR ag	-2.9	0.0	0.8	0.3	0.0	-1.7	-2.5	-0.7	0.3
V-ATPase pHluor	8	-1	2	4	2	1	-1	-4	0
